Screening results from PubChem.
HSP90 refold inh: HSP90 inhibitors, primary screen, cell lysate, luminescence | Rabbit reticulocyte lysate, luciferase refolding luminescence, 3 h | inhibition, % at 5.6 µM | Heat shock protein HSP 90 (rabbit reticulocyte lysate; luciferase refolding) | 290,000 tested, 0.91% active;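 active means inhibition above the screen-wide mean plus 3 SD, computed separately per campaign, cut at about 16% in these data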;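 further: 0% = DMSO wells and 100% = 60 µM geldanamycin wells; inhibitors lower the luminescence because luciferase stays unfolded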
aSyn UTR inh: MLPCN primary screen, SNCA 5' untranslated region; alpha-synuclein 5'UTR reporter, inhibitor activity; inhibition, % (tested at 7.5 µM); 300,000 tested, 0.82% active; AID 1813, 2009; in the data active means inhibition above about 60%;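 further: H4 neuroglioblastoma cells stably carrying SNCA 5'UTR luciferase fusion; 0% = DMSO wells and 100% = positive control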
AI-2 QS modul: Vibrio harveyi AI-2 quorum sensing modulators, primary screen, JMH597 strain, luminescence/OD600 ratio | AID 2094, 2009 | Vibrio harveyi JMH597 AI-2 luminescence/OD600 ratio, 9 h; active compounds read low; strain lacks LuxN and CqsS sensors; 0 = neutral-control median | 300,000 tested, 0.4% active | activity change, % at 7.5 µM; in the data active means activity change below about -75%, passing the limit was not always enough;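 further: luminescence divided by OD600 gain over 9 h not by final OD600 alone; inactives centre near 13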
HSF-1 act: HSF-1 activators, primary screen, NIH3T3-HGL cells, MG132 stress, luminescence, single point; NIH3T3-HGL HSF-1 luciferase reporter, 8 h; 100% = twice DMSO control signal; activation, % at 9 µM; 300,000 tested, 1.7% active; AID 504408, 2011;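 active means mean replicate activation of at least 50% with a set share of replicates each reaching 50%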;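 further: 0% = median of the neutral control wells and 100% = twice that signal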
GSK3B inh: human GSK3beta kinase inhibitors, primary screen, biochemical, cell-free homogeneous, HTS; Glycogen synthase kinase-3 beta (Homo sapiens), P49841; GST-GSK3beta kinase, ADP-Glo luminescence, 60 min; active compounds read low; activity score (negative = inhibition), % at 10 µM; 300,000 tested, 0.038% active; AID 2097, 2009;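 active means more than half of replicate wells score below -50%, meaning over 50% inhibition versus plate controls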;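 further: 0% = median DMSO wells and -100% = median GW8510 positive control wells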
Target sequence (P49841 whole entry, looked up): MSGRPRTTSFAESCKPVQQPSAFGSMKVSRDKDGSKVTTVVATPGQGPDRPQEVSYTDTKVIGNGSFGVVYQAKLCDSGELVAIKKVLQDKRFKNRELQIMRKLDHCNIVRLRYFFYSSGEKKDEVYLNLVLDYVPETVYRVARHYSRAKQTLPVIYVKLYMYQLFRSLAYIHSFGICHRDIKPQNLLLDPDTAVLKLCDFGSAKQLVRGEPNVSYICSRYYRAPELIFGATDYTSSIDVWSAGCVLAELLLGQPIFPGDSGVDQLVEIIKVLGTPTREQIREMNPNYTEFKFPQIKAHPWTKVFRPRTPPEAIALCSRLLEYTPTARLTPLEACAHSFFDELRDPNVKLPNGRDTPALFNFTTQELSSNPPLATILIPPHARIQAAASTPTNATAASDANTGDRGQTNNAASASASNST
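Test system: GST-tagged human GSK3beta kinase, cell-free; evaluation: activity score scaled between in-plate DMSO and GW8510 controls; measured by: ADP-Glo luminescence; incubation: 60 min reaction, RT; benchmarks: DMSO and 20 µM GW8510; reagent: peptide substrate plus 25 µM ATP (final); medium: Tris/MgCl2 kinase buffer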
HSF1 inh: HSF1 inhibitors in luciferase reporter cells, primary screen, cell-based, NIH3T3, luminescence; NIH3T3-HGL HSE-luciferase, MG132-induced, luminescence 8 h; active compounds read low; activity change, negative = inhibition, % at 7.5 µM (by protocol); 300,000 tested, 0.77% active;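 active means more than half of replicate wells show activity change below -50%, luminescence cut by over half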;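 further: luciferase reports HSF-1 transcriptional activity via heat shock element; 0% = median of DMSO wells and -100% = zero luminescence signal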
IEC-6 tox: cytotoxicity in IEC-6 intestinal epithelial cells, primary screen, cytotoxicity control for KLF5 inhibitor project, cell-based, luminescence; IEC-6 cytotoxicity, luminescence viability; inhibition, % at 5 µM; 290,000 tested, 0.78% active; AID 1825, 2009; in the data active means inhibition above about 22%;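 further: 0% = plate median of test compound wells and 100% = cytotoxic reference compound wells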
GSK3A inh: blockers of GSK3A enzyme activity – biochemical, luminescence, cell-free homogeneous, HTS, primary screen | Glycogen synthase kinase-3 alpha (Homo sapiens), P49840 | GSK-3 alpha kinase, ADP-Glo luminescence, 60 min | inhibition, % at 10 µM | 320,000 tested, 0.1% active | AID 2650, 2010;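 in the data active means inhibition above about 50%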;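 further: GST-tagged GSK-3 alpha with peptide substrate and 25 µM ATP; 0% = DMSO neutral wells and 100% = GW8510 positive control wells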
Target sequence (P49840 whole entry, looked up): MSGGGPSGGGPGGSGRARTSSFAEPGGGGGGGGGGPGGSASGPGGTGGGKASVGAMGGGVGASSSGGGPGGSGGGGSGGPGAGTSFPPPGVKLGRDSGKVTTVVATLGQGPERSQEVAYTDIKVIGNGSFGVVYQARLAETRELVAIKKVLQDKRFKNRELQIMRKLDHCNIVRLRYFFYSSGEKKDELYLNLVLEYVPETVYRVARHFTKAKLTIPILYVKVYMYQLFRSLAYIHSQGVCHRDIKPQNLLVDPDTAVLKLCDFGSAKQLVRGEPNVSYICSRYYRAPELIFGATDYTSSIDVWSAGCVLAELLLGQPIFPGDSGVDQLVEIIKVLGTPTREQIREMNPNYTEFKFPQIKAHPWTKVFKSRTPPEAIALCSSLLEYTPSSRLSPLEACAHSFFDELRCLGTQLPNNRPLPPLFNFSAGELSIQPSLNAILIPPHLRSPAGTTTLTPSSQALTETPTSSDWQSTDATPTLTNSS
KLF5 inhibitor: KLF5 expression inhibitors, primary screen, DLD-1 cells, luminescence; AID 1700, 2009; inhibition, % at 5 µM; 290,000 tested, 0.23% active; DLD-1 KLF5 promoter-luciferase reporter;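 active means inhibition above a per-plate limit of that plate's mean compound inhibition plus 3 SD, cut at about 60% in these data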;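 further: 0% = DMSO wells and 100% = LY294002 at 200 µM; higher means less KLF5 promoter-driven luciferase light; inactives centre near -14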
HIF activator: HIF pathway transcriptional activators, primary screen, cell-based, U2OS HRE-luciferase, luminescence | U2OS HRE-luciferase reporter; normalized: DMSO 0%, desferrioxamine 100% | activation, % at 7.5 µM (by protocol) | 300,000 tested, 0.32% active | AID 1910, 2009;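 active means mean activation of at least 10% of the iron chelator positive control signal, with at least half of replicates also reaching 10%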
Numbers without * were called inactive; · = no result given.

The line under a structure holds: KLF5 inhibitor	AI-2 QS modul	GSK3A inh	HSP90 refold inh	HIF activator	HSF1 inh	HSF-1 act	aSyn UTR inh	IEC-6 tox	GSK3B inh
> COc1ccc(C(=O)Nc2cc(-c3ccc(C)cc3)no2)cc1
  -49.7	7.4	-2.6	1.7	1.2	-7.8	6.1	-65.3	0.3	-2.1
> O=C(COC(=O)C1(c2ccc(Cl)cc2)CCCC1)N1CCc2ccccc21
  -36.7	18.6	-1.1	0.8	0.0	10.0	6.6	44.9	1.1	1.6
> Cc1c(C(=O)Nc2cccnc2Cl)oc2ccccc12
  -142.7	10.0	-0.4	2.1	2.7	30.1	42.9	-181.3	6.9	1.2
> C[C@]12CCC3C(CC=C4C[C@@H](O)CC[C@@]43C)C1CCC2[C@]1(C)CCC(=O)O1 (stereo partly drawn)
  -16.9	21.2	2.3	3.5	-0.6	0.1	4.2	8.7	0.6	0.4
> CC(=O)c1cc(C(c2csc(C(C)=O)c2)c2csc(C(C)=O)c2)cs1
  -21.8	9.8	-8.2	0.3	0.2	1.6	1.9	8.1	-0.7	1.9
> COc1ccc(CC(=O)Nc2ccc(S(=O)(=O)N3CCCCC3)cc2)cc1OC
  -2.3	-23.3	-3.0	4.1	-0.3	-3.8	-16.2	5.7	3.9	0.2
> O=C(Cn1ncc2c(=O)oc3ccccc3c21)N1CCN(C(=O)c2ccco2)CC1
  -9.8	30.2	2.9	0.7	-3.2	-0.5	-3.1	4.2	-1.1	0.5
> Nc1ccc2oc3ccccc3c2c1
  0.4	17.5	·	16.2*	-38.3	-22.1	-8.7	-100.5	8.7	2.3
> S=C(NCc1ccccc1)NCc1ccccc1
  -145.2	-8.6	8.7	-2.5	0.1	-1.8	20.8	-2.1	-0.3	4.6
> CC(C)NC(=O)c1onc(CSc2ccc(F)cc2)c1C(=O)O
  -26.9	7.1	-3.7	-4.9	-0.6	0.7	13.3	2.0	-2.8	5.7
> Cc1ccc(S(=O)(=O)N(C)C)cc1NC(=S)NNC(=O)C(N)=O
  -6.3	22.4	0.0	5.1	-0.2	-2.4	-3.3	-16.6	-2.1	1.8
> N/C(=N\c1nc(CSc2ccccn2)cc(=O)[nH]1)Nc1ccc(Cl)cc1Cl
  -40.9	12.4	0.2	-7.2	-0.8	0.0	-25.5	28.2	1.8	0.7
> Cc1cc2c(nn1)CCc1nonc1-2
  4.9	15.3	0.1	1.2	-0.9	-13.2	-10.0	-4.8	-2.4	-1.4
> O=C(O)C1C(=O)NCC1c1ccccc1 (stereo not drawn)
  -8.7	0.1	0.3	-0.8	0.0	-1.5	-0.2	19.2	-0.7	-1.3
> COC(=O)Nc1ccc(S(=O)(=O)N2CCCCC2)cc1
  -10.7	0.9	0.9	4.9	-0.8	-1.4	5.5	26.1	3.2	1.4
> COc1ccc(S(=O)(=O)NNC(=O)Cc2csc(C)n2)cc1[N+](=O)[O-]
  ·	-6.6	1.6	·	1.2	0.1	-6.9	-6.7	·	0.3
> COc1ccc(N2CCN(S(=O)(=O)CCNC(=O)C3CC3)CC2)cc1
  ·	5.2	0.3	·	1.0	1.4	-1.9	2.9	·	1.2
> O=C(Nc1ccccc1Cl)Oc1ccc(Cl)cc1Cl
  -11.9	-0.4	-1.4	0.1	0.8	-2.5	15.7	-7.4	5.0	2.7
> COc1cc(NC(=O)c2ccccc2)c(OC)cc1NC(=O)Cc1ccc(F)cc1
  -2.4	12.9	-1.6	1.5	1.2	-1.3	-2.3	14.6	5.3	-1.7
> Cc1cccc(C)c1NC(=O)N1C(C(=O)O)CSC1C(=O)O (stereo not drawn)
  -16.9	16.2	1.6	4.9	0.0	-87.7*	-90.0	4.9	4.0	-0.1
> CCOC(=O)N1CCN(C(=O)COC(=O)C2CCN(S(=O)(=O)c3ccc(C)c(C)c3)CC2)CC1
  ·	24.8	-1.0	·	-0.2	7.0	7.2	5.7	·	0.6
> COc1ccc(-c2csc(NC(=O)Cc3ccccc3F)n2)c(OC)c1
  -5.9	15.9	2.0	4.5	0.4	18.8	30.0	-8.5	-1.2	-0.1
> COc1ccc(/C=C2\SC(=S)N(CCC(=O)NC3CCCC3)C2=O)cc1OC
  4.1	3.8	-0.2	-0.5	0.2	-1.9	16.5	5.0	8.0	2.7
> O=C(CSC(=S)N1CCCC1)N1CCN(S(=O)(=O)c2cccc([N+](=O)[O-])c2)CC1
  7.2	-7.1	1.7	5.2	0.5	6.4	13.8	-0.2	0.3	0.5
> CC(C)(C)c1ccc(C(=O)Nc2ccc(Oc3cccnc3)nc2)cc1
  -29.4	13.1	0.4	3.3	0.5	-3.6	3.2	-45.5	4.3	0.4
> CCN(CC)S(=O)(=O)c1ccc2oc(C(=O)NC3CCCc4ccccc43)c(C)c2c1 (stereo not drawn)
  -34.9	40.2	-5.1	-0.1	-0.6	-5.1	11.6	-9.0	-1.3	-2.9
> O=C(Nc1ccc(F)c(F)c1)c1cc(S(=O)(=O)N2CCN(c3ccccn3)CC2)ccc1F
  -24.5	7.2	-6.5	8.3	0.3	13.8	22.9	-10.5	-6.6	0.1
> COc1ccccc1-c1ccc(/C=C2/C=C(C)OC2=O)o1
  -0.3	8.2	1.4	2.6	0.3	20.8	38.5	-14.5	1.0	-2.1
> Cc1ccccc1NC(=O)C(C)SCc1ccccc1 (stereo not drawn)
  -37.0	-5.6	-0.1	2.4	1.0	-6.5	-4.0	-5.1	-4.8	-0.6
> COc1ccc(-c2nc3ccccc3s2)cc1NC(C)=O
  -80.5	20.1	-1.8	-4.2	1.7	10.3	30.8	-126.5	-3.4	3.4

3 of the entries above in order of the HSF1 inh value, largest number first:
mol | KLF5 inhibitor | AI-2 QS modul | GSK3A inh | HSP90 refold inh | HSF1 inh | HSF-1 act | aSyn UTR inh | GSK3B inh
COc1ccc(-c2csc(NC(=O)Cc3ccccc3F)n2)c(OC)c1 | -5.9 | 15.9 | 2.0 | 4.5 | 18.8 | 30.0 | -8.5 | -0.1
COc1ccc(-c2nc3ccccc3s2)cc1NC(C)=O | -80.5 | 20.1 | -1.8 | -4.2 | 10.3 | 30.8 | -126.5 | 3.4
COc1ccc(/C=C2\SC(=S)N(CCC(=O)NC3CCCC3)C2=O)cc1OC | 4.1 | 3.8 | -0.2 | -0.5 | -1.9 | 16.5 | 5.0 | 2.7

The list goes on:
The line under a structure holds: KLF5 inhibitor	AI-2 QS modul	GSK3A inh	HSP90 refold inh	HIF activator	HSF1 inh	HSF-1 act	aSyn UTR inh	IEC-6 tox	GSK3B inh
> Cn1ccnc1C1CCCCN1Cc1nc(-c2ccc3c(c2)OCO3)no1 (stereo not drawn)
  -34.0	28.3	-1.1	-3.9	0.0	0.4	4.7	-5.9	1.0	-1.0
> CC1CC(C)CN(C(=O)c2ccc(-c3ccc([N+](=O)[O-])cc3)o2)C1 (stereo not drawn)
  ·	30.5	-1.2	·	1.8	12.5	2.8	-54.8	·	-5.1
> Cc1ccc(NC(=O)Cn2nnc(C(=O)Nc3ccc(F)c(Cl)c3)c2N)cc1
  6.5	19.3	-1.1	-1.9	-0.1	0.7	1.6	-0.9	-0.9	-2.2
> COc1ccccc1-c1nnc(NC(=O)OCC(C)C)s1
  -17.1	-17.5	-3.6	-0.8	0.0	-1.3	-4.6	9.9	1.4	0.0
> CCSc1nc2cc(C(=O)OC)ccc2c(=O)n1CC
  -8.0	18.5	-2.6	-1.3	-0.6	-3.7	-3.5	36.0	-3.4	0.5
> CCOC(=O)CN1C(=N)N(c2nc(NC(C)C)nc(OC)n2)CC1=O
  -4.8	1.2	-0.1	11.5	-0.9	-0.5	-20.0	17.0	9.4	-2.6
> O=C(N/N=C(\c1ccccc1)c1cccnc1)c1ccc(O)cc1
  -47.8	15.1	-0.9	3.4	-0.6	-1.7	-8.8	-1.6	-3.7	-0.1
> CCN1CCN(c2ccc(S(=O)(=O)N(CC)CC)cc2[N+](=O)[O-])CC1
  -36.1	21.8	-1.5	0.8	2.7	-3.3	-4.9	6.6	1.5	1.0
> CC(C)(C)N(Cc1ccccc1)C(=O)c1cc2ccccc2o1
  -11.6	-4.6	-5.4	7.4	-0.1	9.2	27.9	1.2	-3.1	3.4
> COc1ccc(Cl)cc1NC(=O)N1CCC(C)CC1
  -26.6	9.0	0.2	4.0	-0.1	-3.9	10.5	9.7	2.5	0.7
> CC(=O)c1cccc(NC(=O)CSc2nnnn2C2CCCC2)c1
  -15.5	13.2	·	2.9	-0.3	-4.7	-0.3	13.5	-4.4	1.6
> O=C(NC1CCCC1)C(c1ccco1)N(C(=O)c1csnn1)c1ccccc1 (stereo not drawn)
  -17.9	7.5	-0.3	-0.7	0.2	6.0	17.7	-6.3	-3.5	-2.1
> COc1ccc(/C=N/NC(=O)c2cccc(COCC(F)(F)C(F)F)c2)cc1
  -11.0	18.7	·	7.0	0.7	-3.7	-0.4	-0.5	2.6	1.2
> CC(NS(=O)(=O)c1ccc(CCC(=O)NCC2CCCO2)cc1)c1ccccc1 (stereo not drawn)
  3.5	-2.3	0.1	-1.3	-0.5	-1.4	-9.7	13.0	2.5	-0.2
> O=C(Oc1ccc(Cl)c2cccnc12)N1CCCCCC1
  -37.2	2.0	3.3	-2.0	0.0	6.2	33.4	-13.5	-0.5	-1.8
> O=C(Nc1ccccc1N1CCN(c2ccc(F)cc2)CC1)C12CC3CC(CC(C3)C1)C2
  -24.7	13.5	-3.1	1.9	-1.2	5.6	6.4	15.9	5.2	0.1
